# Source: PubChem (Broad Institute)
# Pf Dd2 growth: inhibitors of Plasmodium falciparum Dd2 growth; P. falciparum Dd2 growth, SYBR Green, 72 h; hits give low values; activity change, % at 10 µM; 94,000 tested, 2.3% active; in the data active = activity change below about -80%
# C diff growth: inhibitors of Clostridium difficile growth | Clostridium difficile clinical isolate growth, OD600, 24 h; hits give low values | growth activity, negative = inhibition, % at 16 µg/mL (by protocol) | 86,000 tested, 0.25% active;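 active = mean growth activity at or below -80% and every replicate also at or below -80%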;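 note: 0% = DMSO wells and -100% = levofloxacin 16 µg/mL wells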
# Tcruzi prolif: inhibitors of T. cruzi proliferation; T. cruzi beta-gal in NIH3T3, GalScreen luminescence, 90 h; inhibition, % at 8.34 µM; 77,000 tested, 5.9% active;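 active = mean inhibition above about 93%, with at least 55% of replicates each passing it, limit read from the data, passing the limit was not always enough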
# GASC1 inh: inhibitors of human demethylase GASC-1 KDM4C. Q9H3R0. GST-KDM4C 2-372, H3K9me3 peptide, LANCE TR-FRET. inhibition, % at 12.5 µM. 96,000 tested, 0.15% active;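 active = mean replicate inhibition above about 25%, with at least 55% of replicates also reaching it, limit read from the data, passing the limit was not always enough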
# Target sequence (Q9H3R0 2-372 limits assumed): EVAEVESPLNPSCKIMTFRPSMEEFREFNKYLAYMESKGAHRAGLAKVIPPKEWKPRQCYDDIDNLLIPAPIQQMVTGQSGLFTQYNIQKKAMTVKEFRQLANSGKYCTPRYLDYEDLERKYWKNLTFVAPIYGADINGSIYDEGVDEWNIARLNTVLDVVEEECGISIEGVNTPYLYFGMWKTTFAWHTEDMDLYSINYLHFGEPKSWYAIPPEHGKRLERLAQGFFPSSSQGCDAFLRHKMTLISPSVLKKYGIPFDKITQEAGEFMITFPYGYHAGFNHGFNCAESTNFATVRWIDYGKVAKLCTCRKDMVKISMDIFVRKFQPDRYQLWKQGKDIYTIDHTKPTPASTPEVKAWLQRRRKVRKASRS
#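 System: N-terminal GST-fused human GASC-1 (KDM4C) fragment, residues 2-372; amount: enzyme final amount 10 nM; incubation: reaction 30 min RT, detection step 1 h RT; medium: HEPES buffer, pH 7.5, plus ascorbate; technique: LANCE TR-FRET, Eu antibody, ULight-streptavidin, EDTA, ex 340 nm, em 618/671 nm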
# Numbers without * were called inactive; . = no result given.
SMILES,Pf Dd2 growth,C diff growth,Tcruzi prolif,GASC1 inh
Cc1noc(C)c1NC(=O)Nc1ccc2c(c1)C(=O)N([C@@H](C)CO)C[C@H](C)[C@@H](CN(C)Cc1ccc(C(F)(F)F)cc1)OCCCC[C@@H](C)O2,-72,13,7,-0.4
O=C(C[C@@H]1CC[C@@H]2[C@H](COC[C@H](O)CN2Cc2ccccc2)O1)N[C@H]1CCN(Cc2ccccc2)C1,-12,2,55,1.9
COc1ccc(NC(=O)N(C)C[C@@H]2Oc3c(NC(=O)C4CC4)cccc3C(=O)N([C@H](C)CO)C[C@@H]2C)cc1,15,5,1,-0.5
C[C@H](CO)N1C[C@H](C)[C@H](CN(C)S(=O)(=O)c2cccs2)Oc2ccc(NC(=O)NC3CCCCC3)cc2C1=O,31,-2,40,-0.6
C[C@@H]1CN([C@@H](C)CO)C(=O)c2cc(NS(=O)(=O)c3ccccc3)ccc2O[C@@H](C)CCCCO[C@H]1CN(C)Cc1ccccc1,-18,1,.,-0.9
COc1ccc(CN(C)C[C@H]2Oc3ccc(NS(C)(=O)=O)cc3CC(=O)N([C@H](C)CO)C[C@@H]2C)cc1,1,-1,74,1.1
CCCNC(=O)Nc1ccc2c(c1)C(=O)N(C)[C@H]1CC[C@H](CC(=O)Nc3cc(F)ccc3F)O[C@@H]1CO2,-8,-3,11,2.3
O=C(Nc1ccc2c(c1)OCO2)N[C@@H]1C=C[C@@H](CC(=O)N2CCN(c3ccccc3)CC2)O[C@@H]1CO,5,.,46,1.6
CCCC#Cc1ccc([C@H]2[C@@H](CO)N3C(=O)CN(C(=O)Cc4cccnc4)C[C@@H]23)cc1,17,-3,.,-1.8
C[C@@H]1CCCCO[C@@H](CN(C)C(=O)CCCN(C)C)[C@@H](C)CN([C@H](C)CO)C(=O)c2cc(NC(=O)c3ccccc3)ccc2O1,27,-4,15,2.4
C[C@H]1CCCCO[C@@H](CN(C)Cc2ccccc2)[C@@H](C)CN([C@@H](C)CO)C(=O)c2cc(NS(=O)(=O)c3ccccc3)ccc2O1,-70,.,16,2.2
CNC[C@@H]1OCCCC[C@H](C)Oc2ccc(N(C)C)cc2C(=O)N([C@H](C)CO)C[C@@H]1C,19,0,-8,2.9
O=C(C1CCOCC1)N1CC[C@@H]2[C@@H](CO)Nc3ccc(-c4ccc(F)cc4)cc3[C@@H]21,32,-7,105*,2.6
COc1ccc(NC(=O)N2C[C@@H](O)COC[C@@H]3O[C@H](CC(=O)N4CCN(C)CC4)CC[C@H]32)cc1,6,.,-23,-2.4
C[C@@H]1CN([C@H](C)CO)C(=O)c2cc(C#CC(C)(C)O)cnc2O[C@@H]1CN(C)Cc1cccc(F)c1,28,.,.,-3.5
Cc1noc(C)c1S(=O)(=O)Nc1ccc2c(c1)CC(=O)N([C@H](C)CO)C[C@H](C)[C@H](CN(C)C(=O)Nc1cccc3ccccc13)O2,-15,1,11,1.1
Cc1ccc(S(=O)(=O)N(C)C[C@@H]2Oc3ccc(NC(=O)CCN4CCOCC4)cc3CC(=O)N([C@H](C)CO)C[C@@H]2C)cc1,-10,3,42,-1.0
COc1ccc(NC(=O)Nc2ccc3c(c2)C(=O)N([C@@H](C)CO)C[C@@H](C)[C@@H](CN(C)S(=O)(=O)c2cccs2)OCCCC[C@H](C)O3)cc1,16,3,-18,0.8
COc1ccc2c3c(n(C)c2c1)[C@H](CO)N(C(=O)Cc1ccccc1)CC31CCN(C)CC1,-3,-5,.,-0.1
COc1ccc(NC(=O)Nc2ccc3c(c2)C(=O)N([C@@H](C)CO)C[C@H](C)[C@@H](CN(C)S(=O)(=O)c2c(C)noc2C)OCCCC[C@@H](C)O3)cc1,-73,-2,-120,0.1
C[C@@H]1CN([C@H](C)CO)C(=O)CCCn2nncc2CO[C@@H]1CN(C)Cc1ccc(O)cc1,-26,.,-23,-0.6
C/C=C/c1ccc2c(c1)O[C@@H](CN(C)Cc1ccccc1F)[C@H](C)CN([C@@H](C)CO)S2(=O)=O,-22,22,116*,-1.7
C[C@@H]1CN([C@@H](C)CO)S(=O)(=O)c2ccc(-c3cccnc3)cc2O[C@@H]1CN(C)Cc1cncnc1,17,2,52,-1.5
C[C@H](CO)N1C[C@H](C)[C@@H](CN(C)C(=O)C2CC2)Oc2ncc(C#Cc3cccc(F)c3)cc2C1=O,-21,-2,52,-0.5
C[C@H]1CN([C@@H](C)CO)C(=O)Cc2cc(NC(=O)c3ccncc3)ccc2O[C@H]1CN(C)S(=O)(=O)c1cccs1,14,-1,27,-5.3

# Continuation:
SMILES,Pf Dd2 growth,C diff growth,Tcruzi prolif,GASC1 inh
O=C(Nc1cccc(F)c1)N1CCCCN2[C@H](C1)[C@H](c1ccc(-c3ccncc3)cc1)[C@@H]2CO,-20,-1,76,-0.9
C[C@H](NC(=O)C[C@@H]1CC[C@H](NC(=O)c2cccnc2)[C@H](CO)O1)c1ccccc1,3,.,1,-0.5
COc1ccccc1-c1cccc(-c2nc(C(=O)NCc3ccncc3)cc3c2[C@@H](CCO)N([S@](=O)C(C)(C)C)C3)c1,-75,.,30,-1.1
CCNC(=O)[C@H]1[C@H](CO)[C@H]2Cn3c(ccc(-c4cccc(F)c4)c3=O)[C@@H]1N2C(=O)c1cnccn1,8,-2,23,-0.8
O=C(Cc1ccncc1)NCC[C@@H]1CC[C@H](NC(=O)C2CCCCC2)[C@@H](CO)O1,12,1,.,-0.9
Cc1ccc(S(=O)(=O)Nc2ccc3c(c2)C(=O)N([C@@H](C)CO)C[C@H](C)[C@@H](CN(C)C(=O)Nc2ccc(F)cc2)OCCCC[C@@H](C)O3)cc1,-82*,.,98*,0.2
CCCc1cn(CC[C@@H]2CC[C@H](NC(=O)Nc3ccc4c(c3)OCO4)[C@H](CO)O2)nn1,-15,-1,-26,0.9
Cc1noc(C)c1NC(=O)N(C)C[C@H]1OCCCC[C@@H](C)Oc2ccc(NS(=O)(=O)c3ccccc3)cc2C(=O)N([C@@H](C)CO)C[C@H]1C,11,-2,-37,-0.1
CCCNC(=O)C[C@@H]1CC[C@H]2[C@@H](COc3ccc(NC(=O)NCCC)cc3C(=O)N2C)O1,35,-5,.,1.7
CO[C@H]1CN(C)C(=O)c2ccc(NC(=O)c3ccc(F)cc3)cc2OC[C@H](C)N(C(=O)c2ccc(F)cc2)C[C@@H]1C,-28,.,20,1.0
Cc1ccc(S(=O)(=O)N(C)C[C@H]2OCCCC[C@@H](C)Oc3ccc(NC(=O)NC4CCCCC4)cc3C(=O)N([C@H](C)CO)C[C@H]2C)cc1,-79,-9,99*,-1.2
C[C@H](CO)N1C[C@H](C)[C@@H](CN(C)Cc2ccc(-c3ccccc3)cc2)Oc2ccc(NS(C)(=O)=O)cc2CC1=O,-11,45,118*,1.8
COc1ccc(NC(=O)N(C)C[C@@H]2Oc3c(cccc3N(C)C)C(=O)N([C@H](C)CO)C[C@H]2C)cc1,7,2,49,0.3
Cc1ccc(S(=O)(=O)Nc2ccc3c(c2)CC(=O)N([C@@H](C)CO)C[C@@H](C)[C@@H](CN(C)C(=O)Nc2c(C)noc2C)O3)cc1,4,-6,-14,0.0
C[C@@H]1CN([C@@H](C)CO)S(=O)(=O)c2ccc(C#C[C@@H](C)O)cc2O[C@@H]1CN(C)Cc1cccnc1,26,7,-28,.
C[C@@H]1CN([C@H](C)CO)C(=O)Cc2cc(NC(=O)Nc3cccc4ccccc34)ccc2O[C@@H]1CN(C)Cc1ccc(C(F)(F)F)cc1,11,33,71,-1.4
O=C(c1cccnc1)N1C[C@@H]2[C@H](c3ccccc31)[C@H](CO)N2C(=O)C1CCCC1,2,-3,-6,3.5
COc1ccc(NC(=O)N(C)C[C@H]2OCCCC[C@H](C)Oc3ccc(NS(=O)(=O)c4ccc(F)cc4)cc3C(=O)N([C@@H](C)CO)C[C@@H]2C)cc1,-53,-13,15,6.4
COc1ccc(S(=O)(=O)N(C)C[C@H]2OCCCC[C@H](C)Oc3ccc(N(C)C)cc3C(=O)N([C@@H](C)CO)C[C@@H]2C)cc1,-39,-2,69,-1.8
O=C(N[C@H]1CC[C@@H](CCNS(=O)(=O)Cc2ccccc2)O[C@@H]1CO)c1cnccn1,-7,.,-19,1.4
CO[C@@H]1CN(C)C(=O)c2ccc(NC(C)=O)cc2OC[C@@H](C)N(C(=O)Nc2ccccc2F)C[C@H]1C,19,.,-15,0.9
CC(C)NC(=O)N(C)C[C@H]1Oc2ccc(N(C)C)cc2CC(=O)N([C@@H](C)CO)C[C@@H]1C,4,3,7,5.8
C[C@@H]1CN([C@H](C)CO)C(=O)c2cc(-c3cccc(C#N)c3)cnc2O[C@@H]1CN(C)Cc1ccccc1,0,-1,14,0.4
O=C(c1ccncc1)N1CC2(C1)[C@@H](c1ccccc1)[C@@H](CO)N2CC1CCCC1,-17,15,.,0.5
O=C(C[C@H]1C=C[C@@H](NC(=O)Cc2cccnc2)[C@H](CO)O1)Nc1ccc(-c2ccccc2)cc1,-6,-2,.,0.5

# Structures listed above that bear a hit mark in Pf Dd2 growth.
SMILES,Pf Dd2 growth,C diff growth,GASC1 inh
Cc1ccc(S(=O)(=O)Nc2ccc3c(c2)C(=O)N([C@@H](C)CO)C[C@H](C)[C@@H](CN(C)C(=O)Nc2ccc(F)cc2)OCCCC[C@@H](C)O3)cc1,-82*,.,0.2

# Following part:
SMILES,Pf Dd2 growth,C diff growth,Tcruzi prolif,GASC1 inh
Cc1ccc(S(=O)(=O)N(C)C[C@H]2Oc3c(NC(=O)C4CCCCC4)cccc3C(=O)N([C@@H](C)CO)C[C@@H]2C)cc1,-39,0,30,.
CO[C@H]1CN(C)C(=O)c2ccc(NC(=O)c3cccc(Oc4ccccc4)c3)cc2OC[C@H](C)NC[C@@H]1C,-3,-13,.,-1.9
C[C@@H]1CN([C@@H](C)CO)S(=O)(=O)c2ccc(C#Cc3ccccc3F)cc2O[C@H]1CN(C)CC1CC1,-45,-2,83,-2.2
CC(C)NC(=O)N[C@@H]1CC[C@@H](CC(=O)NC2Cc3ccccc3C2)O[C@@H]1CO,8,.,-26,-0.4
C/C=C/c1cnc2c(c1)C(=O)N([C@H](C)CO)C[C@@H](C)[C@@H](CN(C)S(=O)(=O)c1ccccc1)O2,-25,1,83,13
COCC(=O)N1[C@H](C#N)[C@@H](c2ccccc2-c2cccc(F)c2)[C@@H]1CO,-21,89,.,0.7
CC(C)C#Cc1ccc([C@@H]2[C@H](CO)N3C(=O)CN(C(=O)NC4CCCCC4)C[C@@H]23)cc1,-24,-12,.,-0.2
CCCC#Cc1cnc2c(c1)C(=O)N([C@@H](C)CO)C[C@@H](C)[C@H](CN(C)S(=O)(=O)c1ccccc1)O2,-67,-6,.,-1.9
CCS(=O)(=O)N1Cc2cc(C(=O)NCCOC)nc(-c3cccc(-c4ccncc4)c3)c2[C@@H]1CCO,.,2,39,0.4
CC(C)NC(=O)Nc1ccc2c(c1)C(=O)N(C)[C@@H]1CC[C@H](CC(=O)Nc3ccccc3)O[C@H]1CO2,-5,-3,6,-3.1
C[C@H](O)C#Cc1ccc2c(c1)O[C@@H](CN(C)C(=O)Cc1ccccn1)[C@H](C)CN([C@H](C)CO)S2(=O)=O,11,-1,-4,0.1
C[C@H]1CCCCO[C@@H](CN(C)C(=O)NC2CCCCC2)[C@@H](C)CN([C@@H](C)CO)C(=O)c2cc(NS(=O)(=O)c3cn(C)cn3)ccc2O1,-19,-7,81,6.7
C[C@@H]1CN([C@H](C)CO)C(=O)c2cc(NC(=O)CCC(F)(F)F)ccc2O[C@@H]1CN(C)C(=O)Nc1ccc2c(c1)OCO2,3,2,5,2.2
C[C@@H]1CCCCO[C@H](CN(C)S(=O)(=O)c2ccc(Cl)cc2)[C@H](C)CN([C@@H](C)CO)C(=O)c2cc(NC(=O)CCC(F)(F)F)ccc2O1,-24,-2,72,0.0
C[C@@H]1CCCCO[C@H](CN(C)C(=O)Cc2ccccc2)[C@@H](C)CN([C@@H](C)CO)C(=O)c2cc(NS(=O)(=O)c3ccc(F)cc3)ccc2O1,-67,-6,75,0.0
C[C@@H](NC(=O)C[C@@H]1CC[C@H]2[C@@H](COc3ccc(NC(=O)C4CCOCC4)cc3C(=O)N2C)O1)c1ccccc1,-4,-6,5,-2.4

# Three compounds from above, ordered by count of non-hydrogen atoms, highest first.
SMILES,Pf Dd2 growth,C diff growth,Tcruzi prolif,GASC1 inh
Cc1ccc(S(=O)(=O)N(C)C[C@H]2Oc3c(NC(=O)C4CCCCC4)cccc3C(=O)N([C@@H](C)CO)C[C@@H]2C)cc1,-39,0,30,.
C[C@@H](NC(=O)C[C@@H]1CC[C@H]2[C@@H](COc3ccc(NC(=O)C4CCOCC4)cc3C(=O)N2C)O1)c1ccccc1,-4,-6,5,-2.4
CCS(=O)(=O)N1Cc2cc(C(=O)NCCOC)nc(-c3cccc(-c4ccncc4)c3)c2[C@@H]1CCO,.,2,39,0.4

# Entries of single compounds, looked up by structure.
# CNC[C@@H]1OCCCC[C@H](C)Oc2ccc(N(C)C)cc2C(=O)N([C@H](C)CO)C[C@@H]1C is listed as Pf Dd2 growth = 19; C diff growth = 0; Tcruzi prolif = -8; GASC1 inh = 2.9
# O=C(c1cccnc1)N1C[C@@H]2[C@H](c3ccccc31)[C@H](CO)N2C(=O)C1CCCC1 is listed as Pf Dd2 growth = 2; C diff growth = -3; Tcruzi prolif = -6; GASC1 inh = 3.5
